# From PubChem
# Glyco luc inh: blocks N-linked glycosylation in D54 reporter cells; D54 ERlucT glycosylation luciferase reporter, 24 h; percent of 100 nM tunicamycin response; reporter increase, % at 12.5 µM; actives 0.23% (n = 360,000);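 active = mean luciferase reporter signal, scaled so untreated is 0 and the glycosylation-blocking control 100, at or above a set limit in every replicate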;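 also: luciferase carries N-glycosylation sites so blocking glycosylation raises the light; 0% = median of neutral control wells and 100% = median of 100 nM tunicamycin wells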
# MC4R ag barr: activates human MC4R beta-arrestin recruitment | P32245 | U2OS MC4R beta-arrestin complementation, luminescence; percent of melanotan II response, DMSO zero | activation, % at 8.9 µM | actives 0.98% (n = 360,000);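 active = activation above a per-plate cutoff, the mean activation of sample wells on that plate plus 3 SD, cut at about 8% in these data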
# Target sequence (P32245 whole entry, looked up): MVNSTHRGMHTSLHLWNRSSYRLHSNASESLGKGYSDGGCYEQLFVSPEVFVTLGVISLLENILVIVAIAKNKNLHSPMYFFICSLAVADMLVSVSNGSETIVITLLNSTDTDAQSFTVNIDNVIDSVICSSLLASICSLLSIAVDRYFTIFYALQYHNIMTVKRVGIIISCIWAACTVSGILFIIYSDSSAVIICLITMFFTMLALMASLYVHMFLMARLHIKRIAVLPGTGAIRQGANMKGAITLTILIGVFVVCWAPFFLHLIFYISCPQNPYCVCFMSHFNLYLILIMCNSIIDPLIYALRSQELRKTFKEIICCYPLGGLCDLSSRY
# Exocytosis inh: blocks lytic granule exocytosis; TALL-104 LAMP-1 surface exposure, flow cytometry; cells stimulated with thapsigargin and PMA; inhibition, % at 10 µM; actives 0.66% (n = 360,000); AID 651702;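 active = inhibition above about 55%, limit read from the data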
# aDG glyco up: increases alpha dystroglycan glycosylation; Pro5-aDG cells, alpha-DG glycosylation AlphaScreen (IIH6); 0% Pro5, 100% B10-LARGE cell signal; activation, % at 10 µM; actives 0.22% (n = 360,000); AID 624168;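 active = activation of at least 8% versus controls, or a plate z-score of at least 8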;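 also: Pro5 are CHO cells carrying HIG-tagged alpha-DG that lacks glycosylation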
# ABHD5 PLIN5 PPI: blocks binding of human ABHD5 to perilipin-5; AID 602281; actives 0.78% (n = 360,000); inhibition, % at 4 µM; Split G. princeps luciferase complementation, luminescence, 4 h; Q00G26+Q8WTS1;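 active = inhibition above the mean inhibition across every tested compound plus 3 SD, cut at about 22% in these data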;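 also: 0% = DMSO only wells and the 100% control is not disclosed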
# MC4R antag cAMP: antagonists of human melanocortin 4 receptor (MC4R); P32245; MC4R-expressing cells, MTII-stimulated cAMP, LANCE TR-FRET; inhibition, % at 6.5 µM; actives 0.48% (n = 360,000); AID 540295;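 active = inhibition above its plate's cutoff, the mean of tested wells on that plate plus 3 SD, cut at about 29% in these data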;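 also: 0% = Melanotan II alone and 100% = Melanotan II plus saturating MCL0020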
#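 Material: U2OS-MC4R stable cell line | Reagent: Melanotan II challenge after compound preincubation | Doses: One concentration, 6.5 µM nominal | Incubation: 30-min compound preincubation, 1-h Melanotan II challenge, 1-h detection, room temperature | Signal: TR-FRET cAMP assay | Replicates: One well per compound, no replicates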
# H9c2 protect: protects H9c2 cardiomyocytes from peroxide injury | actives 0.63% (n = 360,000) | AID 588492 | protection from H2O2 cell death, % at 20 µM | H2O2 injury protection, ATPLite, 2 h;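 active = compounds giving at least 50% protection of heart cells from peroxide-induced death in the single-dose screen, raw or plate-pattern-corrected value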;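 also: 0% = DMSO wells with peroxide and 100% = DMSO wells without peroxide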
# HTR2A ag: activates the mouse 5-HT2A serotonin receptor | P35363 | CHO-K1 mHTR2A beta-arrestin complementation, luminescence; percent of 30 µM serotonin response | activation, % at 7.6 µM | actives 0.66% (n = 360,000);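 active = activation above a run cutoff, the mean activation of all tested compounds plus 3 SD, cut at about 14% in these data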;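 also: 0% = plate median of compound wells and 100% = 30 µM serotonin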
# Target sequence (P35363 whole entry, looked up): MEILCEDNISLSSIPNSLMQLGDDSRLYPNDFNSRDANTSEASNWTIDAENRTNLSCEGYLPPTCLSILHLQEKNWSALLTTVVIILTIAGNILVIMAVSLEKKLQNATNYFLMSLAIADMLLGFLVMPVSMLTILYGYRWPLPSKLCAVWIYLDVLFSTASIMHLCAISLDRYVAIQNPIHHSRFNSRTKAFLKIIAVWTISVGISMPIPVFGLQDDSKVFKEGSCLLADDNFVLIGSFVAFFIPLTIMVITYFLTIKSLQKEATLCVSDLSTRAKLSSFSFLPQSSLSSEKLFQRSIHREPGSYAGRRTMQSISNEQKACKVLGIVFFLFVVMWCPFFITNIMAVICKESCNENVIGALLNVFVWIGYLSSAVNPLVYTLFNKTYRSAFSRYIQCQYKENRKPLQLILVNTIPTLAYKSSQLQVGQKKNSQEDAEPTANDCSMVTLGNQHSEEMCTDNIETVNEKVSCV
# ABCB6 inh 2: human ABCB6 transporter inhibition; K562-ABCB6 porphyrin accumulation, flow cytometry, 1 h; hits give low values; Q9NP58; fluorescence ratio to DMSO, % at 10 µM; actives 0.19% (n = 360,000);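 active = fluorescence ratio to DMSO below 75%, the collection mean minus 3 SD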;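 also: signal is porphyrin accumulated inside mitochondria; 100% equals median channel fluorescence of DMSO control wells; lower ratio means ABCB6 inhibition with less porphyrin fluorescence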
# iPSC survival up: increases survival of single human iPS cells | survival enhancement, % at 20 µM | hiPSC single-cell survival, ATPlite luminescence; 100% = ROCK inhibitor wells, 0% = DMSO | actives 0.044% (n = 360,000); in the data active = survival enhancement above about 18%;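 also: cells exposed to compounds for 16 hours before the ATP read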
# * = called active by the depositor.
SMILES,Glyco luc inh,MC4R ag barr,Exocytosis inh,aDG glyco up,ABHD5 PLIN5 PPI,MC4R antag cAMP,H9c2 protect,HTR2A ag,ABCB6 inh 2,iPSC survival up
Nc1c(C(=O)c2ccccc2)sc2c1c(=O)[nH]c(=O)n2-c1ccccc1,7,-1.4,1,0.5,-2,5,6,-2,97,-0.7
Cc1cc(C)c(C(=O)/C=C/c2ccc(C(C)C)cc2)c(=O)[nH]1,1,-1.8,-3,0.1,37*,15,-10,-7,99,-2.4
O=C1CC(=O)N(CCc2ccccc2)C(=O)N1CCc1ccccc1,0,-3.8,-1,0.1,-5,6,-5,1,103,-2.6
Cc1cc(C)c(C(=O)COC(=O)c2ccc(NC(=O)CC#N)cc2)cc1C,-1,-1.0,-8,0.2,3,0,-7,1,101,-0.8
Cc1ccc(C(=O)NCC(=O)OCC(=O)c2ccccc2)s1,1,4.0,-3,-0.1,1,6,2,-5,93,0.0
COC(=O)CCC(=O)OC1(C)C(=O)C=C2C=C(C3CC3)N(C3CCCCC3)C=C2C1=O (stereo not drawn),3,0.2,-2,0.3,-13,-6,4,10,100,-3.5
CC1Oc2ccc(C#N)cc2N(Cc2ccccc2OC(F)(F)F)C1=O (stereo not drawn),-5,2.5,11,0.4,-5,5,-3,6,98,0.3
COc1ccc(NC(=S)N2CCC(N(C)CCN3CCOCC3)CC2)cc1Cl,4,-3.2,2,0.0,-7,5,3,-4,99,-0.8
Cc1cc(Cl)ccc1OCCCC(=O)Nc1cccc(-n2cnnn2)c1,7,-4.3,8,0.6,-3,8,-4,2,99,-0.4
CC1(CC(=O)O)SC(=O)NC1=O (stereo not drawn),1,-1.0,-4,-0.1,5,9,0,0,91,-0.4
Cc1c(NC(=O)CSc2ncn[nH]2)c(=O)n(-c2ccccc2)n1C,2,-1.7,-6,0.0,-4,-3,12,-2,102,-2.8
COc1ccc(NC(=O)c2cc3ccccc3o/c2=N\NS(=O)(=O)c2ccc(C)cc2)cc1,-1,-0.1,2,-0.5,0,5,3,14,96,0.7
Nc1ccc2ccc(O)cc2c1,10,-2.0,-9,0.5,1,-7,-15,-1,103,-3.3
COc1ccc(N2CCN(S(=O)(=O)c3ccc(Br)s3)CC2)cc1,0,-1.6,-2,-0.4,-6,-1,-6,-2,96,-2.1
COc1ccccc1CNC(=O)C1Cc2cc(S(=O)(=O)N3CCCC3)ccc2N1C(C)=O (stereo not drawn),0,-2.7,-1,0.6,2,-2,1,1,99,-0.2
COc1ccc(-c2cnnc(N/N=C/c3ccc(O)cc3)n2)cc1,-3,-2.0,0,0.8,1,15,-7,0,102,-3.9
C[C@H]1CCC[C@@]2(O[C@@H](CCO)C[C@@H](O)[C@@H]2O)O1,3,-1.6,-13,-0.1,2,2,8,-2,98,-0.5
N#C/C(=C\c1cc(Br)ccc1F)C(=O)NC1CC1,4,-0.4,5,-0.2,3,0,7,4,94,0.2
CCc1ccc(C(=O)NNC(=O)c2ccc(=O)n(C)n2)cc1,2,-3.0,-1,0.1,-4,-2,-2,-5,98,0.0
Cc1ccc(C(=O)NC(=S)N(C)Cc2ccccc2)cc1,4,-1.4,-3,-0.1,7,1,5,2,86,-0.4
COc1ccc(N2CCN(C(CNC(=O)C(C)(C)C)c3ccco3)CC2)cc1 (stereo not drawn),1,-1.9,3,0.1,-2,10,5,0,101,-0.4
CC(=O)Nc1ccc(S(=O)(=O)NCCC(=O)OC(C)C(=O)c2ccc(C)cc2)cc1 (stereo not drawn),2,0.3,0,-0.3,12,7,-14,3,91,-0.4
Cc1ccc(S(=O)(=O)N2CCC(C(=O)Nc3ccc(S(=O)(=O)N4CCOCC4)cc3)CC2)cc1,-3,-1.4,2,0.1,0,6,-24,3,93,-2.1
O=C(COC(=O)Cc1ccc(Br)cc1)NCC1CCCO1 (stereo not drawn),2,-0.1,3,0.2,-1,-3,1,-1,96,2.3
O=c1[nH]c(-c2cccs2)nc2ccccc12,1,-0.9,0,-0.2,1,-8,37,-4,95,0.0
CCC1Oc2ccccc2N(CC(=O)NCCCN2CCCCC2C)C1=O (stereo not drawn),1,-0.8,-4,0.1,4,2,4,3,98,-2.0
O=C(CSc1n[nH]c(=O)[nH]c1=O)NC1CCCCC1,0,1.8,0,-0.1,7,-4,6,3,102,-0.1
O=P(c1ccccc1)(c1ccccc1)c1nc(-c2ccccc2)oc1NCc1ccccc1,-7,-1.6,0,0.2,7,2,3,4,91,-1.6
Cc1csc(=O)n1CC(=O)Nc1ccc(Cl)c(Cl)c1,-3,-1.4,1,0.0,-9,-1,-6,-5,83,0.2
CC(=O)Nc1cc([N+](=O)[O-])ccc1OCc1ccccc1,0,-0.9,-3,0.2,-8,2,-7,-5,103,-3.0
CCN(CC)CCN1C(=O)C2C(C(=O)Nc3ccc(Br)cc3)C3C=CC2(O3)C1C(=O)NC1CCCCC1 (stereo not drawn),0,-0.4,5,0.0,-7,4,-4,-7,101,-0.3
COc1ccc(CS(=O)(=O)CC2(O)CCN(C(=O)c3cccc(C(F)(F)F)c3)CC2)cc1,0,0.3,-7,0.1,5,16,2,3,99,-0.1
O=C(O)c1cccc2c1C(=O)c1cc([N+](=O)[O-])cc([N+](=O)[O-])c1-2,1,0.2,12,0.2,6,-19,1,10,107,-1.6
CCO[C@@H]1OC(C(=O)NCc2ccccc2)=C[C@H](c2ccc(C(F)(F)F)cc2)[C@H]1CCCO,-4,2.7,46,0.4,3,2,-8,7,99,4.3
COc1cc(C(=O)NC(C(=O)Nc2cccc(C(C)=O)c2)C(C)C)cc(OC)c1OC (stereo not drawn),10,-1.3,-5,-0.4,2,6,-3,0,95,1.2
c1ccc(-n2c3ccccc3c3ccccc32)cc1,0,7.9,-7,0.1,6,5,-7,12,95,3.0
O=S(=O)(c1ccc(S(=O)(=O)N2CCN(C/C=C/c3ccccc3)CC2)cc1)N1CCCC1,-1,3.4,-2,0.2,-4,3,-3,-7,89,-2.0
CN(NC1CC(=O)N(c2ccccc2)C1=O)c1ccccc1 (stereo not drawn),0,0.7,-2,0.4,7,19,8,1,100,-0.7
CCCCOC(=O)c1ccc(NC(C)=O)cc1,-5,1.8,-1,-0.2,2,1,-2,-3,96,-1.7
CC(OC(=O)c1ccc(O)cc1)C(=O)Nc1ccc(Oc2ccccc2)cc1 (stereo not drawn),2,2.2,4,-0.4,-16,10,-2,-10,98,0.4
CCOc1cccc(/C=C/C(=O)O)c1,1,-1.1,2,0.5,0,-5,3,-6,92,-0.7
COC(=O)c1c(C#N)c(N)nc2c1CCCC2,1,-1.2,1,0.1,0,0,3,-1,116,-0.2
O=[N+]([O-])/C=C1\C=CC=CN1Cc1ccc(Cl)cc1,4,-1.7,37,-0.1,6,4,0,2,98,0.5
CCOCCCNC(=O)Cn1ncc2c(=O)oc3ccccc3c21,1,-0.2,0,0.8,-2,11,3,0,97,-1.2
Cc1ncoc1C(=O)NCCC(c1ccccc1)c1ccccc1,0,-1.9,-2,-0.2,-1,0,-2,1,103,-0.7
CCCCOc1ccc(C(C)(O)CCN2CCOCC2)cc1 (stereo not drawn),-3,1.6,-1,0.3,7,-2,-2,0,100,2.2
COC(=O)c1[nH]c2ccc(C)cc2c1NC(=O)Oc1ccccc1,0,1.0,5,-0.2,8,-3,7,2,103,-0.1
Cc1cc(C)cc(C(=O)OCC(=O)NCC(F)(F)F)c1,3,-0.4,0,0.0,-9,5,-4,1,101,-0.3
O=S(=O)(NC1CCCC1)c1ccccc1Br,1,-0.7,-9,0.0,-13,4,2,0,108,-4.9
Cc1cccc(CSCCNC(=O)CN2C(=O)c3ccccc3S2(=O)=O)c1,1,-2.0,8,-0.1,3,13,4,-4,98,0.4
O=C(Cc1ccc(S(=O)(=O)N2CCOCC2)s1)NNC(=O)c1ccccc1Cl,0,-0.8,5,0.1,5,-6,6,4,103,-1.5
COc1ccc(S(=O)(=O)N(C)C[C@H]2OCc3cnnn3CCCC(=O)N([C@H](C)CO)C[C@@H]2C)cc1,0,0.5,-2,0.3,1,5,-8,1,97,0.0
CCOCCOC(=O)C1=C(C)Nc2ccc(C)cc2S1,-4,-0.8,5,0.0,-2,0,2,1,104,-1.3
CC1CN(S(=O)(=O)c2cccc(C(=O)N3CCC(C(N)=O)CC3)c2)CC(C)O1 (stereo not drawn),1,-0.1,-5,-0.1,-3,4,3,-1,96,-1.4
C[C@H](CO)N1C[C@H](C)[C@@H](CN(C)C(=O)Nc2ccccc2)Oc2ccc(NC(=O)Cc3ccccc3)cc2C1=O,3,0.7,4,0.5,0,15,7,0,103,-0.8
Cc1nn(-c2ccccn2)c(C)c1Oc1ccccc1O,1,-1.4,1,0.3,-4,-3,-4,1,104,-1.1
COC(C[C@@H]1O[C@H]1[C@H](O)COCc1ccccc1)OC,0,-2.0,-3,0.1,1,6,4,-1,100,-1.1
